Assay outcomes as filed in PubChem.
AMA1-RON2 inh – AMA1-RON2 (P. falciparum) interaction inhibition. AID 720542. hit rate 0.2% among 360,000. AlphaScreen AMA1-biotinylated RON2 peptide binding. Potency, µM (top dose mostly 58.2 µM), for inactives: at the top dose activity change, negative = inhibition, most hits filed as inhibitors;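 further: potency means the concentration at half of the fitted maximal effect; 0% = vehicle wells and -100% = peptide control; nearly all actives have a fitted effect of over 45% in size; some results filed as inactive show a strong effect at the top dose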
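AMA1 (3D7) with his tag at 25 nM final met compounds first, then biotinylated RON2 peptide at 25 nM; detection used donor plus acceptor beads, 10 µg/mL apiece, read by AlphaScreen after 30 min at room temperature.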
AmpC detergent – AmpC beta-lactamase inhibition with detergent present; P00811; AmpC hydrolysis of nitrocefin, absorbance 480 nm, 0.01% Triton; Potency, µM (doses to about 114 µM), for inactives: top-dose activity change, negative = inhibition, hits mostly inhibitors; hit rate 0.041% among 370,000; AID 485294;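 further: potency means the concentration at half of the fitted maximal effect; 0% = no-compound wells and -100% = no-enzyme wells; nearly all actives have a fitted effect of over 25% in size; some results filed as inactive show a strong effect at the top dose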
Target sequence (P00811 whole entry, looked up): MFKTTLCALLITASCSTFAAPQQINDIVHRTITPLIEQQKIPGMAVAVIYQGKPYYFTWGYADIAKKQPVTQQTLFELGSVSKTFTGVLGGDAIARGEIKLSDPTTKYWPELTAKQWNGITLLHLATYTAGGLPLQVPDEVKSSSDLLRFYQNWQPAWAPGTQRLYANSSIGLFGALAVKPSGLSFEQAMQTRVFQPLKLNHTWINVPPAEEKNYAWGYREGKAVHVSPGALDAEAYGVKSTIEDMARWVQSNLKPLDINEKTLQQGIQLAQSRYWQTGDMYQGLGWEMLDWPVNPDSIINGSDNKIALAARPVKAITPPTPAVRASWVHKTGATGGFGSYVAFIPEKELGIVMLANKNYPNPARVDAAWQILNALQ
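AmpC (5.3 nM in the dispensed reagent) in 20 mM phosphate pH 7.0 with 0.01% (detergent screen) or 0.0001% Triton X-100 was preincubated with compounds for 15 min at room temperature. Nitrocefin was then added from an 800 uM solution, and hydrolysis was followed at 480 nm.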
FBPA Giardia inh – blocks Giardia fructose-bisphosphate aldolase activity; purified Giardia FBPA; Potency, µM (top dose mostly 59.6 µM), for inactives: at the highest dose activity, negative = inhibition, most hits filed as inhibitors; hit rate 0.71% among 290,000; A8B2U2; further: potency means the concentration at half of the fitted maximal effect; on the % scale 0 is the no-effect control and ±100 the full control effect; nearly all actives have a fitted effect of over 55% in size
Target sequence (A8B2U2 whole entry, looked up): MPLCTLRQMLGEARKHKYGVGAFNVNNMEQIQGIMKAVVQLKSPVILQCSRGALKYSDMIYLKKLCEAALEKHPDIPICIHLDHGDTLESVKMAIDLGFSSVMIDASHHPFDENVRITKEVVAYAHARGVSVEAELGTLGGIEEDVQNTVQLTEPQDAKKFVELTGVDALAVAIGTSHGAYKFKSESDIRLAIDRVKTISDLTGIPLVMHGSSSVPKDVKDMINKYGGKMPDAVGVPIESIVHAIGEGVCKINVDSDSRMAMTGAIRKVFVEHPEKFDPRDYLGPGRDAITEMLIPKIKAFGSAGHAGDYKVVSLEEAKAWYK
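Giardia FBPA (40 nM reagent) was preincubated 10 min at RT with compound (up to 57.5 uM final), then substrate plus GAPDH/TPI/NAD/arsenate coupling system with diaphorase/resazurin was added; resorufin fluorescence (525/598 nm) was read after 20 min.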
Shiga toxin inh – Shiga toxin inhibition; Vero cells, Shiga toxin protein synthesis inhibition reporter; inhibition, % at 38.7 µM; hit rate 9.2% among 290,000; AID 2315; in the data active means inhibition mostly above about 28%, no sharp cut-off; inactive means mostly below about 43%; further: 0% is about no effect
AmpC inh no detg – blocks E. coli AmpC beta-lactamase in detergent-free assay. P00811. AmpC nitrocefin hydrolysis, absorbance 480 nm, 0.0001% Triton. Potency, µM (doses to about 57.1 µM), for the others: at the highest dose activity change, negative = inhibition, usual class: inhibitors. hit rate 0.52% among 330,000. AID 485341;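 further: potency means the concentration at half of the fitted maximal effect; plate controls were no compound for no effect and no enzyme for full effect; nearly all actives have a fitted effect of over 20% in size; some results filed as inactive show a strong effect at the top dose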
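20 mM phosphate pH 7.0 + 0.01% (detergent screen) or 0.0001% Triton X-100; 5.3 nM AmpC reagent; cpd preinc 15 min RT; nitrocefin (800 uM stock) to start; A480 q20 s × 4 min; Activity was normalised to no-enzyme and no-compound control wells.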
Cycloheximide cs – counter-screen hit for Shiga toxin inhibitors, cycloheximide; cell reporter, cycloheximide protein synthesis inhibition counterscreen; max response, %; hit rate 12% among 300,000; AID 2314; in the data active means max response mostly above about 13%, no sharp cut-off; inactive means mostly below about 14%; further: read at 38.3 µM for the half of the compounds with a filed dose; 0% is about no effect
HCMV antiviral – human cytomegalovirus inhibition; HFF cells, HCMV-luciferase reporter, 72 h; active compounds read low; activity change, negative = inhibition, % at 57.5 µM; hit rate 4.5% among 410,000; AID 1259415; in the data active means activity change below about -60%; inconclusive means no clear call, values can overlap the other calls; inactive means above about -39%; further: on the % scale 0 is the no-effect control and ±100 the full control effect
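Human foreskin fibroblasts infected with luciferase-reporter HCMV at MOI 1 PFU/cell, compounds at two doses. Luciferase measured 72 h post infection; normalized to buffer-only basal and Salinomycin (10uM) controls.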
* hit, by the source's call; ? = inconclusive; · = no result given; [ ] = dose if it differs, or a comment. Unless noted, the call rests on the fitted dose curve; in most records, active means well fitted curve in the direction sought with a large enough effect; inconclusive means small, poorly fitted or top-dose-only effect, or another doubt; inactive means no such curve, though single readings can be large; an effect the other way counts as inactive or inconclusive.

Second line of a record – AMA1-RON2 inh	AmpC detergent	FBPA Giardia inh	Shiga toxin inh	AmpC inh no detg	Cycloheximide cs	HCMV antiviral
> CC1(C)CC2CC(C)(CN2C(=O)COc2cccc3ccccc23)C1 (stereo not given)
  0%	1%	1%	-11	-5%	-6	31
> C=CCC1NS(=O)(=O)OCC1NC(=O)OCC(Cl)(Cl)Cl (stereo not given)
  -5%	-11%	-4%	-9	-24%	1	-10
> Oc1ccc(N=C/C=C/c2cccc(Br)c2)cc1-c1nc2ccccc2s1
  21%	?	?	13	-44%	32*	·
> COc1cc2c(cc1C1NC(=S)NC(C)=C1C(=O)N(C)C)CCCC2 (stereo not given)
  15%	-3%	-1%	-3	-38%	-6	-15
> Cc1ccc(-n2c3c(cc(C(=O)NCc4ccco4)c2=O)C(=O)CC(C)(C)C3)cc1
  -19%	-4%	1%	12	58%	7	-15
> CO[C@@H]1C=CC23c4cc5c(cc4CO[C@]2(O)CN(C)[C@H]3C1)OCO5 (stereo not given in full)
  31%[activator]	·	·	·	-14%	·	-16
> CCc1ccc(OCC(=O)Nc2ccc3c(c2)COC3=O)cc1
  3%	-11%	-2%	1	-28%	-2	-5
> Cc1ccc(CNC(=O)CSc2nc(=O)n3cccc(C)c3n2)cc1
  -16%	-14%	·	·	-7%	·	-3
> Cc1cc(C)cc(N(CCC#N)C(=O)CSc2n[nH]c(N)n2)c1
  -8%	-9%	·	·	-5%	·	-7
> O=C(CCCN1C(=O)/C(=C/c2ccccc2)SC1=S)Nc1ccc(O)cc1
  -1%	?	-4%	4	-17%	14	-85*
> CCOC(=O)N1CCN(C(=O)C2COc3ccccc3O2)CC1 (stereo not given)
  -9%	-12%	2%	-6	-1%	2	-14
> CCOc1ccccc1-n1c(SCC(=O)NC)nnc1-c1ccco1
  -5%	?	-14%	-2	-6%	-4	34
> CCc1cc(=O)oc2cc(C)cc(OCC(=O)NCc3ccncc3)c12
  -1%	1%	·	-8	-8%	2	-19
> COc1ccc(CNC(=O)C(=O)NCC(c2ccco2)N2CCOCC2)cc1 (stereo not given)
  1%	0%	1%	3	6%	8	-22
> O=C(NC1CCCCCC1)c1ccc(CN2CCOCC2)cc1
  -1%	-10%	2%	96*	-12%	41*	18
> CCN(CC)C(=O)COc1ccc2oc(C)c(C(=O)OC)c2c1
  -8%	-10%	4%	-8	1%	-3	20
> CCOc1ccccc1OCCOCCN1CCN(Cc2ccccc2)CC1
  -22%	-5%	?	-1	54%	-2	-19
> COc1ccc(-c2csc3ncnc(N4CCN(S(=O)(=O)c5ccc(C(C)=O)cc5)CC4)c23)cc1
  -5%	?	·	·	32µM*	·	-21
> COc1ccc2cc(CN(CCO)C(=O)c3ccc(Br)cc3)c(=O)[nH]c2c1
  16%	?	-23%	-3	16%	-3	-1
> CCCCCCC1CCC(C(=O)Nn2c(C)nc3ccccc3c2=O)CC1 (stereo not given)
  -3%	-1%	5%	-9	-9%	-6	-26
> O=C(O)c1ccc2c(=O)n3c(nc2c1)/C(=C/c1ccc(C(F)(F)F)cc1)CC3
  -10%	-18%	-4%	4	-25%	-3	14
> Cc1[nH]n(-c2ccc(Cl)c(Cl)c2)c(=O)c1CCO
  7%	-4%	-3%	29	40%	13	-26
> CCOC(=O)N/N=C(\C)c1ccc(C)c([N+](=O)[O-])c1
  -1%	-6%	0%	56	5%	16*	3
> COc1ccc(NC(=S)c2ccc3ccccc3n2)cc1
  -11%	-15%	-10%	60*	-25%	45*	·
> Cc1cc(C)c(OCC(=O)OC(C)C(=O)NCc2ccccc2)c(C)c1 (stereo not given)
  4%	-20%	·	·	11%	·	6
> O=C(O)COc1ccc2c3c(c(=O)oc2c1)CCC3
  3%	-1%	1%	-25	-3%	-4	61
> CC(NC(=O)c1cc2cc(Cl)ccc2oc1=N)c1ccccc1 (stereo not given)
  23%	?	-14%	24	-24%	-2	-8
> CC(C)(C)NC(=O)C(=O)NNC(=O)COc1ccc(Br)cc1
  34%[activator]	-7%	-6%	2	-14%	1	-4
> CCn1c(C)c(C)c2cc(C(=O)NCCc3ccco3)ccc21
  -6%	-5%	-2%	36*	-45%	16	22
> Cc1ccc(CC(=O)N2CCN(S(=O)(=O)c3ccccc3)CC2)cc1C
  25%	?	·	·	111%[activator]	·	-22
> CN(C)CCn1c2c(c(SCC(=O)Nc3ccc4c(c3)OCCO4)nc1=O)CCCC2
  6%	0%	·	·	19%	·	-13
> CCOC(=O)CN(C(=O)c1snc(C(N)=O)c1N)C(C(=O)NCCC(C)C)c1ccc(F)cc1 (stereo not given)
  24%	?	7%	4	45%	0	2
> COc1ccc(OCC(O)Cn2c(N)nc3c2c(=O)[nH]c(=O)n3C)cc1 (stereo not given)
  15%	8%	2%	-7	-13%	-1	7
> CC1N(C)c2cc(NC(=O)c3ccco3)ccc2C1(C)C (stereo not given)
  ?	-5%	?	74*	-8%	44*	-70*
> COc1cc(C[C@@H](C)[C@@H](C)Cc2ccc(O)c(OC)c2)ccc1O
  1%	·	·	·	42%	·	-10
> O=C(C1CCN(c2nnc(-n3cccc3)s2)CC1)N1CCOCC1
  -20%	?	3%	14	19%	9	44
> CC(C)CC(=O)NC(=S)Nc1ccccc1N1CCCC1
  14%	-1%	-9%	46	-37%	3	-7
> C[C@]12CCC(=O)C(O)=C1CC[C@@H]1[C@@H]2CC[C@]2(C)C(=O)CC[C@@H]12
  0%	-2%	8%	-5	-19%	-2	33
> C=CCNC(=O)c1c(-c2c(F)cccc2Cl)noc1C
  14%	2%	5%	3	-1%	-4	·
> C[C@]12C(=O)N(c3ccc(Cl)cc3)C(=O)N1[C@H]1c3ccccc3OC[C@@H]1[C@H]2c1ccccc1
  -2%	-10%	16%	-4	-34%	-1	·

Structures above with bromine:
Second line of a record – AMA1-RON2 inh	AmpC detergent	FBPA Giardia inh	Shiga toxin inh	AmpC inh no detg	Cycloheximide cs	HCMV antiviral
> Oc1ccc(N=C/C=C/c2cccc(Br)c2)cc1-c1nc2ccccc2s1
  21%	?	?	13	-44%	32*	·
> COc1ccc2cc(CN(CCO)C(=O)c3ccc(Br)cc3)c(=O)[nH]c2c1
  16%	?	-23%	-3	16%	-3	-1
> CC(C)(C)NC(=O)C(=O)NNC(=O)COc1ccc(Br)cc1
  34%[activator]	-7%	-6%	2	-14%	1	-4

Complete entries from above:
Shown for `CC1N(C)c2cc(NC(=O)c3ccco3)ccc2C1(C)C` (stereo not given) → AMA1-RON2 inh: ?; AmpC detergent: -5%; FBPA Giardia inh: ?; Shiga toxin inh: 74*; AmpC inh no detg: -8%; Cycloheximide cs: 44*; HCMV antiviral: -70*
Shown for `Cc1[nH]n(-c2ccc(Cl)c(Cl)c2)c(=O)c1CCO` → AMA1-RON2 inh: 7%; AmpC detergent: -4%; FBPA Giardia inh: -3%; Shiga toxin inh: 29; AmpC inh no detg: 40%; Cycloheximide cs: 13; HCMV antiviral: -26
Shown for `CC(NC(=O)c1cc2cc(Cl)ccc2oc1=N)c1ccccc1` (stereo not given) → AMA1-RON2 inh: 23%; AmpC detergent: ?; FBPA Giardia inh: -14%; Shiga toxin inh: 24; AmpC inh no detg: -24%; Cycloheximide cs: -2; HCMV antiviral: -8

Additional records follow:
Second line of a record – AMA1-RON2 inh	AmpC detergent	FBPA Giardia inh	Shiga toxin inh	AmpC inh no detg	Cycloheximide cs	HCMV antiviral
> O=C(c1cc2ccccc2o1)N1CCN(c2ncccn2)CC1
  -3%	·	·	·	2%	·	10
> O=C(O)c1ccc(N/N=C/C=C/c2ccccc2)cc1
  -2%	1%	3%	55*	-32%	42*	63
> Cc1cc2oc(=O)cc(Cn3nnc(-c4ccc(Cl)cc4)n3)c2cc1C(C)C
  ·	-4%	0%	-9	-32%	-5	·
> CC12CCC(=O)N1C(C(=O)N1CCN(c3ccc(C(F)(F)F)cc3[N+](=O)[O-])CC1)CS2 (stereo not given)
  -14%	-5%	·	-6	22%	-2	-21
> Nc1ccccc1C(=O)NNc1c2ccccc2nc2ccccc12
  -20%	0%	-8%	111*	-23%	19*	11
> Cn1c(C(=O)c2ccncc2)cc2ccccc21
  17%	-7%	-1%	13	-5%	9	-20
> COCCNC(=O)CN1C(=O)NC2(CCCc3ccccc32)C1=O (stereo not given)
  5%	-3%	-3%	13	-7%	6	11
> O=C(Nc1nccs1)c1cccc(N2C(=O)c3cccc4c([N+](=O)[O-])ccc(c34)C2=O)c1
  -8%	2%	0%	-10	-1%	-4	-40
> COc1ccc(C(=O)CN2C(=O)NC3(CCCCC3)C2=O)cc1OC
  81%[activator]	8%	4%	-9	-11%	-9	15
> COc1ccc(OC)c(NC(=O)CCNC(=O)Cn2ccc3ccccc3c2=O)c1
  3%	-1%	-3%	-5	-7%	4	-15
> O=C1Nc2ccccc2S/C1=C/Nc1cccc(Cl)c1
  38%[activator]	8%	0%	47	-38%	-2	25
> O=C1C2=C(Nc3ccccc3SC2c2ccco2)c2ccccc21 (stereo not given)
  ?	3%	?	78*	-38%	33*	29
> Cc1cc(C(F)(F)F)nn1CC(=O)NNC(=S)Nc1cccc(Cl)c1
  49%[activator]	?	28%	-14	-17%	-2	-27
> CCC(c1c(C)n(C)n(-c2ccccc2)c1=O)c1c(C)n(C)n(-c2ccccc2)c1=O
  1%	-20%	8%	-13	-5%	-4	-24
> O=C(c1cc2nc(-c3ccco3)cc(C(F)(F)F)n2n1)N1CCCCCC1
  -1%	-11%	3%	18	30%	4	-25
> CC(C)(C)CC(=O)NC(=S)N1CCCCCC1
  38%[activator]	-2%	-3%	-11	-1%	-3	12
> CC(C)(O)C#Cc1ccc(C(=O)NCc2cccs2)s1
  0%	-14%	1%	33	-11%	26*	135
> COc1ccc(NC(=O)CSc2nnc(C)n2Cc2ccccc2)cc1
  2%	-1%	5%	4	7%	1	14
> CN(CC(=O)NCCCN1CCOCC1)S(=O)(=O)c1cc(Cl)ccc1Cl
  6%	3%	·	-4	8%	-4	3
> Nc1cc2c(cc1[N+](=O)[O-])OCCOCCOCCO2
  0%	0%	-2%	11	-3%	6	6
> COC(=O)[C@]1(Cc2ccccc2)N[C@H](CN(C)C(C)=O)[C@@H]2C(=O)N(C)C(=O)[C@@H]21
  0%	·	·	·	-7%	·	-4
> OCc1ccnc(Cl)c1
  -17%	-2%	-2%	-9	-17%	-4	65
> Clc1ccc(OCCn2c(-c3ccco3)nc3ccccc32)cc1
  2%	-8%	-7%	-17	-13%	7	-75*

This is a random part of the collection; 16% or so of the library scored in one or more.
